Rev-erbA mod = modulators of Rev-erb alpha DNA binding, primary screen, biochemical, FITC-DNA, fluorescence polarization, uHTS; Rev-erbα–FITC-DNA binding, 90 min; AID 1259318, 2017; 370,000 tested, 0.79% active; activity, % at 10 µM;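 active = activity above about 14%, limit read from the data; passing the limit was not always enough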;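 also: 0% = DMSO wells with 35 nM protein and 100% = DMSO wells with 750 nM protein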
mABHD4 FP = ABHD4 inhibitors, primary screen, biochemical, fluorescence polarization, mouse. (Lyso)-N-acylphosphatidylethanolamine lipase (Mus musculus), Q8VD66. purified mABHD4, FP-Rh probe fluorescence polarization. inhibition, % at 8.92 µM. 370,000 tested, 0.54% active. AID 720543, 2013;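 active = inhibition exceeding the mean over every tested compound plus 3 SD, cut at about 30% in these data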;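 also: 0% = plate median of compound wells and 100% = S159A mutant with DMSO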
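Assay system: wild-type mouse ABHD4 protein; compound: single nominal dose of 8.92 µM, 0.89% DMSO final; schedule: 45 min + 60 min at 25 °C; measured by: FP readout, ex 525 nm / em 598 nm; evaluation: % inhibition of FP-Rh probe binding versus controls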
rCAG RNA binder = binders of r(CAG) RNA repeats, primary screen, biochemical, fluorescence; r(CAG) RNA repeat, TO-PRO-1 dye displacement fluorescence; inhibition, % at 3 µM; 370,000 tested, 1.3% active;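 active = inhibition above the plate cutoff, the mean of all test compounds on that plate plus 3 SD, cut at about 35% in these data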;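 also: 0% = DMSO alone and 100% = 100 µM mitoxantrone as full dye displacement; higher means more dye released from RNA so lower well fluorescence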
PG9 binder = binders of HIV-1 gp120 antibody PG9, primary screen, biochemical, TR-FRET; TR-FRET gp120-PG9 antibody binding; inhibition, % at 6.7 µM; 360,000 tested, 0.43% active; in the data active = inhibition above about 8.5%
TCR CD3 inh = inhibitors of human TCR-CD3 interaction, primary screen, biochemical, fluorescence, TAMRA-labeled TCR probe | T-cell receptor (TCR) | inhibition, % at 9.4 µM | 360,000 tested, 0.37% active | AID 651800, 2012; in the data active = inhibition above about 19%;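 also: recombinant mutant TCR 2C K166C tagged with TAMRA read by polarization; 0% = receptor in buffer alone and 100% = receptor with positive control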
HTRA1 inhibitor = HTRA1 serine protease inhibitors, primary screen, biochemical, fluorescence polarization, HTS. 340,000 tested, 0.5% active. recombinant HTRA1, FP-rhodamine activity-based probe. inhibition, % at 5.96 µM; in the data active = inhibition above about 36%;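 also: 0% = enzyme with DMSO and 100% = wells lacking enzyme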
Target sequence (Q92743 whole entry, looked up): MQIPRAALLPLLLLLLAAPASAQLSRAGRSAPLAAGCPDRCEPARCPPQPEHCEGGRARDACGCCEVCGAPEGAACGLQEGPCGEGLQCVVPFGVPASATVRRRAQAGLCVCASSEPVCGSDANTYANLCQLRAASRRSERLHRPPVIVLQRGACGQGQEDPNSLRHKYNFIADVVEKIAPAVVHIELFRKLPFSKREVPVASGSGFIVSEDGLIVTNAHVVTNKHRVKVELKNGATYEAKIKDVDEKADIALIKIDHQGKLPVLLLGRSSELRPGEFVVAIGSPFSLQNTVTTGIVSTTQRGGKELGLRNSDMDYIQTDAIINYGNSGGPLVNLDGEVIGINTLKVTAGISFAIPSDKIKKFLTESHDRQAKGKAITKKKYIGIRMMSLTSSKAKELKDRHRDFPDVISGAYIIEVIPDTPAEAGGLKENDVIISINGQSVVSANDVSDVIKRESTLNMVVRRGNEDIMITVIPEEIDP
PRMT1 inh = PRMT1 methyltransferase inhibitors, primary screen, biochemical, fluorescence polarization | inhibition, % at 2.79 µM | Protein arginine N-methyltransferase 1 (Homo sapiens), Q99873 | recombinant PRMT1, activity-based probe fluorescence polarization | 370,000 tested, 1.3% active;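 active = inhibition above about 21% made by adding two undisclosed values, limit read from the data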
UHRF1 binding = UHRF1 methylated DNA binding inhibitors, primary screen, counter-screen for MBD2 inhibitor project, biochemical, TR-FRET, human UHRF1, single concentration | E3 ubiquitin-protein ligase UHRF1 (Homo sapiens), Q96T88 | UHRF1 binding to methylated oligo | inhibition, % at 4.4 µM | 370,000 tested, 0.75% active | AID 687016, 2013; in the data active = inhibition above about 21%;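 also: UHRF1 SRA domain binding a hemimethylated CpG hairpin DNA probe; 0% = median of test compound wells and 100% = reference inhibitor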
LEDGF integ inh = blockers of LEDGF/p75-dependent integrase strand transfer – biochemical, TR-FRET, high throughput, primary screen | TR-FRET IN-LEDGF/p75 DNA integration, Eu/Cy5 | 370,000 tested, 0.64% active | inhibition, % at 3.7 µM | AID 743269, 2014;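 active = inhibition above the screen-wide mean plus 3 SD, cut at about 13% in these data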;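 also: signal is the Cy5 over europium emission ratio at 671 and 618 nm; 0% = plate median of compound wells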
MBD2 inh = inhibitors of MBD2 binding to methylated DNA, primary screen, biochemical, TR-FRET, DNA-binding domain, human | Methyl-CpG-binding domain protein 2 (Homo sapiens), Q9UBB5 | MBD2 binding to methylated oligonucleotide | inhibition, % at 4.4 µM | 370,000 tested, 0.31% active; in the data active = inhibition above about 13%
Target sequence (Q9UBB5 whole entry, looked up, the tested form may be a part): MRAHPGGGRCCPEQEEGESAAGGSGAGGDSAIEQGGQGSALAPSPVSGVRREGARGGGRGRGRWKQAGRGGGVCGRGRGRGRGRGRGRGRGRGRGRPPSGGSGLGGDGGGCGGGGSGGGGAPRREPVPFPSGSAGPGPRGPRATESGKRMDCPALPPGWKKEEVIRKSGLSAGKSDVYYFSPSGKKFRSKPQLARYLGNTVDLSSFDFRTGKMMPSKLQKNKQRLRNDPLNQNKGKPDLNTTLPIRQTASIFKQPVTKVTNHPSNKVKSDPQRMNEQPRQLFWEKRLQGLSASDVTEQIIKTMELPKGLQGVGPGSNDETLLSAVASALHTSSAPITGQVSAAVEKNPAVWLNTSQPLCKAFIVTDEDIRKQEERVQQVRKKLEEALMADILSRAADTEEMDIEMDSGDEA
The depositor's hits bear a star; . = no result given. Not all compounds are listed, so the mix of outcomes need not match the whole.

smiles,Rev-erbA mod,mABHD4 FP,rCAG RNA binder,PG9 binder,TCR CD3 inh,HTRA1 inhibitor,PRMT1 inh,UHRF1 binding,LEDGF integ inh,MBD2 inh
O=C(CCN1C(=O)c2cccc3cccc(c23)C1=O)NCC1CCCO1 (configuration not stated),-7.0,0.4,-2.9,0.8,-5.3,0.6,0.9,-1.8,-0.5,-6.4
COc1ccc(OC)c(S(=O)(=O)NC(C)CCc2ccccc2)c1 (configuration not stated),-1.0,1.7,-6.0,-2.5,0.8,-7.9,-3.2,0.1,-0.6,5.8
Nc1nc(N)nc(-c2ccc([N+](=O)[O-])o2)n1,0.7,5.5,0.5,-5.7,1.3,1.6,1.5,-2.6,-2.4,2.0
CC(C)(C)C(=O)Nc1nc2cc3c(cc2s1)OCO3,-0.7,3.1,-3.6,-0.6,-6.0,0.5,-1.0,0.6,-3.1,0.2
Nn1c(SCc2cccc(F)c2)nnc1-c1ccncc1,3.5,-6.2,-0.1,-1.9,4.5,.,0.4,1.3,-3.0,0.9
CCOC(=O)C1=NN(c2ccccc2)C(=O)C1,-1.7,11.0,27.1,0.8,0.2,6.7,0.1,0.0,0.2,0.3
CC(O)(c1ccccc1)c1nc(/C=C/c2ccccc2)cs1 (configuration not stated),-0.8,-22.7,1.8,-1.5,4.6,.,-0.9,-1.3,1.8,-0.7
C=CCS(=O)(=O)c1nc2ccccc2s1,2.2,3.2,1.2,-1.7,2.6,-6.7,-1.3,-2.1,2.1,0.0
Nc1nc(-c2ccccc2)cc(N2CCCCC2)n1,5.4,2.9,-3.8,-1.1,-0.8,-8.7,-1.1,-0.3,-4.2,-3.9
Cc1ccc(S(=O)(=O)N2CCN(C(=O)c3n[nH]c(=O)c4ccccc34)CC2)c(C)c1,-5.8,-4.7,-0.5,1.1,-0.2,-4.2,0.5,-2.8,0.0,4.9
CCOC(=O)C1CCN(C(=O)CCS(=O)(=O)c2ccc3c(c2)n(C)c(=O)c(=O)n3C)CC1,-1.2,1.4,2.8,1.6,-2.9,7.6,-4.4,1.3,0.6,-0.6
O=C(NCCN1CCN(C(=O)c2cccc(OC(F)F)c2)CC1)c1cccc(OC(F)F)c1,-0.5,2.2,5.5,-1.5,-2.0,-4.2,-2.3,-1.8,0.5,-1.8
COc1ccc(/C=C2/CSC/C(=C/c3ccc(OC)c(OC)c3)C2=O)cc1OC,-8.4,-5.6,9.5,0.5,-3.9,-8.5,9.4,-0.8,5.8,-3.8
O=C(Nc1ccccc1F)c1ccc(-c2cccc([N+](=O)[O-])c2)o1,4.1,-1.6,5.2,-2.0,-1.9,-12.5,0.5,2.5,-1.2,2.2
O=C(Nc1nncs1)c1c(F)c(F)c(F)c(F)c1F,3.1,5.9,1.6,-0.2,-0.3,-5.8,2.6,-0.8,1.8,3.5
CCN(CC(=O)Nc1c(C(=O)OC)[nH]c2ccc(C)cc12)c1ccc2c(c1)OCO2,5.1,18.3,1.7,-1.9,0.8,16.0,1.4,-3.2,-0.6,-3.4
S=c1[nH]ccn1-c1ccc(Cl)cc1,-6.2,3.0,-2.5,0.3,4.2,1.9,1.5,-1.2,4.2,-4.4
CC(=O)N1N=C(c2cccc([N+](=O)[O-])c2)OC1c1cccc(Br)c1 (configuration not stated),-2.9,-0.3,-0.2,0.5,1.5,-2.3,-4.1,-1.0,5.6,-9.2
COC(=O)NC(=S)N1CCOCC1,-0.3,-4.1,7.5,-0.3,-0.8,2.9,1.4,1.9,-0.1,1.0
COc1ccc2[nH]c3c(c2c1)CCN1C(=O)C(CC(=O)NCC24CC5CC(CC(C5)C2)C4)C[C@H](C(=O)N2CCCCC2)[C@@]31C (some centres not stated),-2.0,-4.0,4.0,-0.7,1.9,3.5,-2.6,-2.5,0.0,-4.2
CC1(C)CC(=O)C2=C(C1)NC1=C(C(=O)c3ccccc31)C2c1ccc(Cl)cc1 (configuration not stated),-4.5,26.9,5.8,-3.7,-1.0,8.0,1.2,0.9,1.9,-3.7
CCc1ccc(NC(=O)C(=O)NCC(O)c2ccccc2)cc1 (configuration not stated),0.2,-3.6,0.8,-2.5,-13.1,7.8,-2.7,51.6*,-0.9,-4.0
CN(CCOc1ccccc1)C(=O)c1ccc(F)c(S(=O)(=O)N2CCOCC2)c1,5.0,-3.1,1.0,-2.9,-12.3,-3.4,-3.1,4.9,4.1,-4.3
CC(C)(C)OC(=O)N1Cc2ccccc2C[C@H]1C(=O)NC1CCCC1,-0.1,-7.1,-5.7,-1.9,1.2,2.9,-2.8,-0.7,52.7*,0.6
CC(C)NC(=O)Nc1cccc2c1O[C@H](CN(C)S(=O)(=O)c1ccc(F)cc1)[C@@H](C)CN([C@H](C)CO)C2=O,2.5,0.3,0.6,1.8,12.5,-4.8,0.2,-1.4,4.3,-3.4
CCc1c(-c2ccccc2)ncn1Cc1cccc(-c2ccccc2)c1,-3.8,-13.7,5.1,1.1,0.4,.,-2.5,-3.5,7.5,-6.2
CCOC(=O)[C@H]1[C@H]2COc3ccc(OC)cc3[C@@H]2N2C(=O)c3cc(OC)c(OC)cc3NC(=O)[C@@]12C,3.2,1.6,-0.1,-0.7,0.8,-3.8,0.0,1.5,1.4,-4.0
Cc1cccn2c(=O)c3cc(C(=O)N4CCN(C(=O)c5ccco5)CC4)n(C)c3nc12,2.3,8.0,-2.7,1.2,7.8,3.2,-1.3,-1.4,1.7,-10.2
CN(N=Nc1ccc([N+](=O)[O-])cc1)c1ccccc1,1.7,2.9,-1.5,-2.2,-10.7,1.4,6.6,5.3,-2.3,-2.6
CN(CC(=O)Nc1ccc(F)cc1)C(=O)COC(=O)Cc1c(F)cccc1Cl,1.9,2.5,-1.7,-0.9,1.0,-0.6,-2.7,0.8,1.5,4.9
CCCc1c(-c2ccccc2F)ncn1CCc1ccccc1OC,11.2,-0.3,-1.2,1.0,-2.1,.,-1.7,-0.9,2.4,1.0
O=C1C=C(c2ccc(C(=O)O)c(Cl)c2)C[C@@H](c2ccc3c(c2)OCO3)C1,-2.0,-0.4,11.9,0.3,-2.3,-0.6,3.3,12.8,1.8,12.4
O=S(=O)(O)CCN1CCOCC1,4.3,-1.7,-3.9,-1.6,7.8,0.2,0.4,1.5,-3.7,-2.6
CCOc1ccccc1Oc1coc2cc(O)ccc2c1=O,-3.4,0.6,2.2,-2.5,3.1,4.5,-0.8,-3.1,-0.1,1.2
COC(=O)Cn1c(CN2CCN(c3ccccc3F)CC2)nc2c1c(=O)n(C)c(=O)n2C,0.6,-0.8,0.5,0.5,8.1,0.1,-2.4,-0.1,5.0,0.2
CCOC(=O)c1c(C)[nH]c(C)c1C(=O)CSc1nc2ccccc2c(=O)n1-c1ccc(C)cc1,-2.4,7.0,0.9,0.2,3.8,3.1,-2.1,2.7,-6.8,2.2
O=C(NCCc1ccc(F)cc1)C(=O)Nc1cc2c3c(c1)CC(=O)N3CCC2,-3.4,6.6,5.7,-0.8,8.2,1.5,-0.8,-2.4,-2.8,4.1
CCOc1ccc(C(NC(=O)CC)c2c(O)ccc3ccccc23)cc1 (configuration not stated),0.2,-8.7,-1.2,0.6,3.8,-14.3,1.6,0.9,-3.9,5.5
O=C(COc1ccc([N+](=O)[O-])cc1)N(Cc1ccccc1)Cc1ccccc1,3.4,-9.4,-2.7,-0.3,-4.2,-9.5,3.1,5.4,-3.9,3.8
O=C(Nc1cccc(-c2ccc3nncn3n2)c1)c1ccco1,-0.9,-1.3,4.6,-3.4,3.5,-0.5,-1.0,4.3,-4.8,-2.8
CC(NC(=O)C(Cc1ccccc1)=NO)c1ccccc1 (configuration not stated),-0.3,-1.8,2.7,-2.4,-0.5,-5.8,-1.4,-1.1,-2.2,0.7
C=CCOC(=O)C1=C(C)Nc2[nH]c(=O)[nH]c(=O)c2C1c1ccccc1 (configuration not stated),-3.9,-1.7,27.6,-2.4,2.7,7.7,-4.0,0.2,1.4,1.8
Cc1ccc(/C=N/Nc2nnc(Cl)c3ccccc23)cc1,-7.5,-5.5,9.7,-0.9,-3.0,-15.6,9.9,-1.1,2.0,1.8
COC(=O)C1(C)NC(c2ccc(Cl)cc2)C2C(=O)N(c3ccccc3)C(=O)C21 (configuration not stated),0.8,-8.9,0.0,0.7,1.9,0.4,-3.2,-2.6,6.1,-5.4
O=C(c1[nH]c(C(F)(F)F)nc1-c1ccccc1)N1CCN(c2ccncc2)CC1,4.2,1.4,0.8,0.1,-0.8,.,-2.6,-0.2,2.8,-0.3

A draw from above in order of SMILES length, descending:
smiles,Rev-erbA mod,mABHD4 FP,rCAG RNA binder,PG9 binder,TCR CD3 inh,HTRA1 inhibitor,PRMT1 inh,UHRF1 binding,LEDGF integ inh,MBD2 inh
COC(=O)Cn1c(CN2CCN(c3ccccc3F)CC2)nc2c1c(=O)n(C)c(=O)n2C,0.6,-0.8,0.5,0.5,8.1,0.1,-2.4,-0.1,5.0,0.2
CN(CC(=O)Nc1ccc(F)cc1)C(=O)COC(=O)Cc1c(F)cccc1Cl,1.9,2.5,-1.7,-0.9,1.0,-0.6,-2.7,0.8,1.5,4.9
CCCc1c(-c2ccccc2F)ncn1CCc1ccccc1OC,11.2,-0.3,-1.2,1.0,-2.1,.,-1.7,-0.9,2.4,1.0

Assay outcomes: PubChem, several laboratories
